TbREL1 primary – TbREL1 inhibition, primary screen. P86926. TbREL1 RNA ligation, FRET fluorescence. inhibition, % at 9.66 µM. actives 0.49% (n = 89,000);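 active = inhibition above the mean inhibition across all screened compounds plus 3 SD, cut at about 11% in these data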;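 note: 0% = plate median of test wells and 100% = NSC42067 control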
Target sequence (P86926 whole entry, looked up): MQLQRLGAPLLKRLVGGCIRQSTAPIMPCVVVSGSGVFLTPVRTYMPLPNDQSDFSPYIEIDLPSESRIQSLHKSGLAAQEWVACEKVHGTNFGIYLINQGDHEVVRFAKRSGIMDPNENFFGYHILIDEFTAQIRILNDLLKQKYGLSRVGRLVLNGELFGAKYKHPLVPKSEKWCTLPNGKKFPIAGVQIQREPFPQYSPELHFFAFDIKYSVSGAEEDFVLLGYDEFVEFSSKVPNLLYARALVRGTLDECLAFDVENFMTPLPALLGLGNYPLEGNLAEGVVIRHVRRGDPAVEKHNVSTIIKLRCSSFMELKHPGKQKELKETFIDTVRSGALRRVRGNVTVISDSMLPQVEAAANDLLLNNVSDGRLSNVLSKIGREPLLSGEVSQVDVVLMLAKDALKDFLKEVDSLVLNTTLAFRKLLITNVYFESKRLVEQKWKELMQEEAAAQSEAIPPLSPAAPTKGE
Active calls of the source: *.

SMILES	TbREL1 primary
O=C(O)/C=C/C(=O)Nc1ccccc1SC(F)(F)C(F)(F)C(F)(F)F	4.2
Cc1cc2c(OCC(CNC(C)(C)C)OC(=O)c3ccccc3)cccc2[nH]1 (stereo unspecified)	-4.2
CC1CCN(S(=O)(=O)c2ccc3[nH]c(=O)cc(C(=O)O)c3c2)CC1	1.9
Cc1oc(-c2cccs2)nc1CNC[C@H]1O[C@@H](n2cnc(C(N)=O)n2)[C@H](O)[C@@H]1O	0.4
CC(C)n1cnc2cc(NCc3nc4ccccc4n3C)ccc21	-2.7
CN1C(=O)C(O)(C2OC(C)(C)CCC2=O)c2ccccc21 (stereo unspecified)	0.1
O=C(CCn1nc(-c2ccccc2)c2ccccc2c1=O)NN1CCOCC1	0.3
CC(Sc1nc2ccccc2n1C)C(=O)Nc1ccc(N2CCOCC2)cc1 (stereo unspecified)	-5.1
CCOC(=O)c1cc2ccccc2n1C1CCN(C)CC1	7.2
O=C(c1ccc(F)cc1Cl)N1CCCC(c2nc(-c3cccs3)no2)C1 (stereo unspecified)	-4.3
CC1ON=C(c2ccccn2)N(Cc2ccc(S(C)(=O)=O)cc2)C1=O (stereo unspecified)	-1.6
Cc1cc(=O)[nH]c(SCC(=O)Nc2ccc(S(=O)(=O)N3CCCCC3)cc2)n1	0.6
Cc1nc(NC(=O)CSc2nc(N)cc(N)n2)sc1C	1.4
CCCn1c(C)cc(/C=C(\C#N)C(=O)OCC(=O)Nc2ccc(OC)c(Cl)c2)c1C	-0.1
O=C1c2ccccc2NC(c2ccc(-c3cccs3)o2)N1O (stereo unspecified)	0.6
N/C(=N\OC(=O)COc1ccc(Br)cc1)c1cccc([N+](=O)[O-])c1	-1.4
CCOC(=O)COc1ccc(S(=O)(=O)Nc2ccc3c(c2)OCO3)cc1	1.7
CCC(C)(C(=O)NC1CCCCC1)N(Cc1ccco1)C(=O)c1ccc2c(c1)OCO2 (stereo unspecified)	4.3
CCN1CCN(c2ccc(S(=O)(=O)N3CCCCC3)cc2NC(=O)c2cccc(Cl)c2)CC1	-0.7
CC(C)(C)NCC(O)COCc1ccc(Cl)cc1 (stereo unspecified)	2.2
CCCCn1nnc(N(C(=O)c2cccs2)C(=O)c2cccs2)n1	4.9
Cc1cc2n(n1)C(c1ccco1)Nc1ccccc1-2 (stereo unspecified)	4.7
CC(C)N1CC(C(=O)Nc2ccc(S(=O)(=O)N3CCCCC3)cc2)CC1=O (stereo unspecified)	-0.4
COc1cc2c(cc1OC)CN(C(=S)Nc1ccccc1)CC2	-3.3
NC(=O)c1ccsc1NC(=O)COC(=O)CCOc1ccccc1	0.4

Overlap with the part before: 2 compounds; new compounds follow.
SMILES	TbREL1 primary
COc1cc2c(cc1OC)CN(C(=S)Nc1ccccc1)CC2	-3.3
NC(=O)c1ccsc1NC(=O)COC(=O)CCOc1ccccc1	0.4
Cc1nn(CC(=O)N2CCN(Cc3ccccc3)CC2)c(=O)c2ccccc12	0.7
Cc1nn(CC(=O)OCC(=O)Nc2cccc(S(N)(=O)=O)c2)c(C)c1[N+](=O)[O-]	0.1
COc1ccc(/C=C2\C(=O)NC(=S)N2C(=O)c2ccc(F)cc2)cc1	1.3
CCN(CC)S(=O)(=O)c1cccc(NC(=O)Nc2cccc(C(F)(F)F)c2)c1	2.6
COc1ccc(Cn2c(C3CC3)nc3ccc(NC(C)=O)cc3c2=O)cc1	-1.2
CCC(=O)Nc1ccccc1Nc1cc(C#N)c(C#N)cc1[N+](=O)[O-]	-2.8
COC(=O)CCCCCCCCC(O)C[N+]1(C)CCOCC1 (stereo unspecified)	-6.3
COc1ccc(CNCCC(c2ccccc2)c2ccc(OC(C)C)cc2)cc1OC (stereo unspecified)	10.1
Cc1ccc(O)c(Sc2cc(C)ccc2O)c1	-3.0
CC(C)(C)OC(=O)NCCOC(=O)c1[nH]cnc1C(=O)NCc1ccccc1	-3.2
COc1ccc(/C=C2\CN(Cc3ccccc3)C/C(=C\c3ccc(OC)c(O)c3)C2=O)cc1O	-4.8
O=C1NC(=O)C2(CCCC2c2ccccc2)N1 (stereo unspecified)	2.2
COC(=O)CN1C(=O)[C@H]2[C@@H](c3ccc(C)o3)N3C(=O)CN(CCO)C(=O)[C@@]3(C)[C@H]2C1=O	-2.6
CCc1nnc(/N=C/c2c(O)n(-c3ccc(Cl)cn3)c(=O)c3ccccc23)s1	-0.6
COC(=O)CCC(=O)OC1(C)C(=O)C=C2C=C(C3CC3)N(CC3CC3)C=C2C1=O (stereo unspecified)	-1.2
COc1cccc(-c2nnc(SCC(=O)Nc3cccc4ccccc34)n2Cc2ccco2)c1	1.6
COCCNC(=O)C(c1ccc(C)cc1)N(C(=O)CCC(=O)Nc1ccccn1)c1ccccc1C (stereo unspecified)	2.3
COc1ccc2nccc(/C=C/c3ccnc4ccc(OC)cc34)c2c1	-3.4
COCCNC(=O)COC(=O)c1[nH]c(C)c(C(C)=O)c1C	-4.6
O=C(Cn1nc(C(F)(F)F)c2c1CCC2)N1CCN(c2ccccc2)CC1	-1.4
CC(NCC(c1ccco1)N1CCCCC1)C(=O)NC1CCCC1 (stereo unspecified)	-1.9
CC1(C)CC(=O)C2=C(C1)c1c(ccc3ccccc13)NC2c1ccc(Br)o1 (stereo unspecified)	1.2
COCc1c(Br)c(C)nc(OCC(=O)N/N=C/c2ccc(C)o2)c1C#N	1.1
COc1ccc(-c2nc(CS(=O)CC(=O)NCCCN3CCCC3)c(C)o2)cc1OC (stereo unspecified)	1.7
COc1ccccc1-c1nc(-c2cccc(C)c2)no1	7.9

Gathered by group, those above with an aryl thioether with sulfur outside any ring.
SMILES	TbREL1 primary
O=C(O)/C=C/C(=O)Nc1ccccc1SC(F)(F)C(F)(F)C(F)(F)F	4.2
CC(Sc1nc2ccccc2n1C)C(=O)Nc1ccc(N2CCOCC2)cc1 (stereo unspecified)	-5.1
Cc1cc(=O)[nH]c(SCC(=O)Nc2ccc(S(=O)(=O)N3CCCCC3)cc2)n1	0.6
Cc1nc(NC(=O)CSc2nc(N)cc(N)n2)sc1C	1.4
Cc1ccc(O)c(Sc2cc(C)ccc2O)c1	-3.0
COc1cccc(-c2nnc(SCC(=O)Nc3cccc4ccccc34)n2Cc2ccco2)c1	1.6

Additional entries follow.
SMILES	TbREL1 primary
CC(C)(C)C(=O)O/N=C(\N)Cc1ccc(-c2csnn2)cc1	-0.3
COc1cc(-c2nc3cnccn3c2Nc2ccc3c(c2)OCCO3)ccc1O	-6.8
O=C(NCc1ccco1)/C(=C\C=C\c1ccccc1)NC(=O)c1ccco1	3.5
COc1ccc(N2CCN(C(=O)C3CCCN(S(=O)(=O)c4c(C)noc4C)C3)CC2)cc1 (stereo unspecified)	5.6
COc1ccc(S(=O)(=O)NCCNC(=O)N2CCOCC2)cc1	0.0
CN1CCN(C(=O)c2ccccc2-c2ccccc2C(=O)O)CC1	7.5
COc1ccc(-c2nc3n(c2C)Cc2ccccc2-3)cc1	-5.6
CCOc1ccc(NS(=O)(=O)c2ccc(NS(=O)(=O)c3ccccc3)cc2)cc1	-1.9
C/C(=N\NC(=O)c1ccc(F)cc1)c1ccccn1	2.1
Cc1ccccc1NC(=O)C1(NC(=O)c2cccc(N3C(=O)CSC3c3ccccc3)c2)CCCCC1 (stereo unspecified)	-1.3
COc1ccc(SCCN2CC[C@@H](O)CCC2=O)cc1	0.9
C/C(Cl)=C\Cn1c(Nc2ccccc2)nc2c1c(=O)n(C)c(=O)n2C	-2.9
CCCc1cc(C(=O)OC)c(NC(=O)CCCC(=O)O)s1	0.7
COc1cccc(CNC(=O)c2ccc(NC(=O)CC3SC(N4CCCCC4)=NC3=O)cc2)c1 (stereo unspecified)	2.7
O=C(O)c1ccccc1NCN1C(=O)C2CC=C(Cl)CC2C1=O (stereo unspecified)	-2.2
CC(C)CCn1c(CN2CCN(C(=O)c3ccco3)CC2)nc2c1c(=O)n(C)c(=O)n2C	-3.0
CCOc1ccc(S(=O)(=O)N(C)CC(=O)N2CCCC2)cc1	0.3
Nc1cc(S(=O)(=O)c2ccc(O)c(N)c2)ccc1O	-2.4
O=C(Nc1ccccc1Cl)c1ccc(S(=O)(=O)N2CCOCC2)cc1	-0.1
O=C(CCC(=O)OCC(=O)c1ccc(-c2ccccc2)cc1)Nc1cccc(Cl)c1	0.8
CSc1cccc(NC(=S)N(CCC(C)C)C2CCN(C(C)C)CC2)c1	-7.8
Cc1cc(C)nc(Oc2ccc(Br)cc2)n1	8.0
NC(=S)NN=C1c2ccccc2-c2ccccc21	-5.0
CNC(=O)/C(C#N)=C\c1cc(C)n(-c2ccc(N3CCOCC3)cc2)c1C	-2.8
CCCCCCNC(=O)N1C/C=C\C(c2ccc(OC)cc2)N(Cc2ccc(F)cc2)C(=O)C1 (stereo unspecified)	-2.3
Further compounds
SMILES	TbREL1 primary
CC(=O)Oc1ccc(-c2csc(Nc3cccnc3)n2)cc1	-1.9
CC(=O)N1CCC(=NNS(=O)(=O)c2cccc([N+](=O)[O-])c2)CC1	1.7
COc1ccc(/C=C/C(=O)NC(=S)Nc2ccc(S(=O)(=O)Nc3ccc(OC)nn3)cc2)cc1	1.6
O=c1c2ccc(F)cc2sn1-c1ccccc1	-1.7
O=C(Nc1ccc(Cl)cn1)c1cccc(S(=O)(=O)N2CCCCC2)c1	0.9
CCCNC(=O)C(Cc1cccc(OC)c1)NC(=O)c1ccc(C#N)cc1 (stereo unspecified)	-0.4
CCc1nc2ccc(C(=O)N(C)CC(=O)Nc3ccc(F)c(F)c3F)cc2nc1CC	-2.4
CC(C)(C)N1C(=O)c2ccc(C(=O)Nc3nccs3)cc2C1=O	1.1
COc1ccccc1Cn1c(C)c(C(=O)NCc2ccc3c(c2)OCCO3)sc1=O	0.5
O=C(NCCc1ccccc1)c1ccc2c(c1)S(=O)(=O)c1cc(Cl)ccc1C2=O	0.3
O=C(CN1C(=O)NC2(CCc3ccccc32)C1=O)c1ccc(Br)s1 (stereo unspecified)	0.3
CC(=O)Nc1ccc(NC(=O)CNC(=O)COc2ccccc2)cc1	6.6
COC(=O)c1ccc(NC(=O)C2CCCN2S(=O)(=O)c2ccc(C)cc2)cc1 (stereo unspecified)	-4.0
Cc1cc(Br)c(NC(=O)CN(C)CCOc2ccccc2)c(Br)c1	-4.7
CCOc1ccccc1NC(=O)C(C)N1C(=O)c2ccccc2S1(=O)=O (stereo unspecified)	-0.4
Cc1cc2oc(=O)cc(-c3ccccc3)c2c(C)c1-c1ccc(O)cc1	4.0
CCN1CCc2nc3ccccc3c(C(=O)Nc3ccc(F)cc3)c2C1	-0.3
O=C1Cc2ccccc2Sc2ccc(Cl)cc21	3.7
COc1ccc(C(=O)c2ccc([N+](=O)[O-])cc2)cc1S(=O)(=O)N1CCC(C(=O)O)CC1	3.3
O=C(c1cc(-c2ccc(F)cc2)on1)N1CCCc2ccccc21	2.7
O=C(Nc1ccc(N2CCOCC2)c(Cl)c1)C1CCCCC1	5.7
Clc1ccc(CN2CCN(N=Cc3cccc(OCc4ccccc4)c3)CC2)cc1	-1.2
O=C1c2ccccc2C(=O)N1CCC(=O)N1CCCc2ccccc21	0.1
CC1CCCCC1NC(=O)COC(=O)c1ccc(S(=O)(=O)NCc2ccco2)cc1 (stereo unspecified)	-0.3
CCCCC[n+]1ccn(-c2nc3ccccc3nc2[N-]S(=O)(=O)c2ccccc2)c1	-3.5

Two compounds picked at random from the list so far, as already listed:
SMILES	TbREL1 primary
CC(=O)Nc1ccc(NC(=O)CNC(=O)COc2ccccc2)cc1	6.6
COC(=O)c1ccc(NC(=O)C2CCCN2S(=O)(=O)c2ccc(C)cc2)cc1 (stereo unspecified)	-4.0

Other entries:
SMILES	TbREL1 primary
O=C(Nc1nnc(SCc2ccc(Cl)cc2Cl)s1)C1COc2ccccc2O1 (stereo unspecified)	-0.7
Cc1ccc(NC(=O)CSCc2c(C)noc2C)cc1C	-0.4
O=C(Nc1cc(C(F)(F)F)ccc1N1CCOCC1)C1Cc2ccccc2CN1C(=O)c1ccco1 (stereo unspecified)	-2.0
Cc1ccc(CC(=O)NNC(=O)c2cccs2)cc1C	0.8
COc1ccc(N2CC(C(=O)Nc3nc4ccccc4s3)CC2=O)cc1 (stereo unspecified)	-4.4
COc1ccc(-c2sc3ccc(N4CCOCC4)cc3c2-c2ccc(O)cc2)cc1	7.2
O=C(Nc1ccc(NC(=O)c2ccco2)cc1)c1ccc2c(c1)OCCO2	1.4
O=[N+]([O-])c1ccc(Cl)c(/C=N/N2CCN(Cc3ccccc3Cl)CC2)c1	-0.1
NC(=O)NCC(c1ccccc1)C1CCCCC1 (stereo unspecified)	-1.7
CCOC(=O)CC(=O)CSc1nc2nc(C)cc(C)n2n1	-3.1
Cc1onc(-c2ccccc2)c1C(=O)Nc1sc2c(c1C#N)CCC2	-2.3
Cc1cccc(NC(=O)CSc2ncnc3sc4c(c23)CCCC4)c1	-0.5
Cc1cnc(NC(=O)CSc2nnc(C)s2)s1	0.6
COc1ccc([N+](=O)[O-])cc1NC(=O)C(C)OC(=O)C1CCC1 (stereo unspecified)	0.0
Cc1ccc(C)c(S(=O)(=O)N2CCN(C(=O)Cc3ccsc3)CC2)c1	-0.8
O=C(Cn1[nH]c(=O)c2ccccc2c1=O)OCC(=O)N(Cc1ccccc1)Cc1ccccc1	-1.8
Cc1cc(NC(=O)COC(=O)C2CSC3(C)CCC(=O)N23)ccc1Br (stereo unspecified)	0.5
O=c1[nH]c(CS(=O)(=O)c2ccccc2)nc2ccccc12	1.7
COCCN(CC(=O)Nc1cccc(C)c1C)C(=O)c1ccc(S(=O)(=O)N2CCOCC2)cc1	5.5
Cc1nc(SCC(=O)NNC(=O)c2ccc(F)cc2)c2ccccc2n1	-0.8
c1ccc(C[C@H]2CN=C(Nc3ccccc3)N2CCCC2CCCCC2)cc1	5.8
CCOC(=O)C1CCN(C(=O)COC(=O)/C=C/c2ccccc2)CC1	0.5
O=C(c1cc(-c2cccs2)on1)N1CCCc2ccccc21	-0.9
CC(=O)Nc1ccccc1OCc1nnc(-c2cccs2)o1	3.6
CCOC(=O)c1cccc(NS(=O)(=O)c2c(C)[nH]c(=O)[nH]c2=O)c1	1.9
Cc1ccc(S(=O)(=O)NC(Cc2c[nH]c3ccccc23)C(=O)O)cc1 (stereo unspecified)	-2.8
COc1ccc(C)cc1NC(=O)C(Sc1nnc2ccccn12)c1ccccc1 (stereo unspecified)	6.4
O=C(c1ccccc1Cc1ccccc1)N1CCN(S(=O)(=O)c2ccccc2F)CC1	-0.9

Only part of the results is shown, so the mix of outcomes need not match the whole.
